High-throughput results: PubChem BioAssay, Broad Institute
Casp6 inh = caspase-6 (human) enzyme inhibition; P55212; purified caspase-6, Z-VEID-R110 cleavage fluorescence; inhibition, % at 12.5 µM; hit rate 0.53% among 350,000; AID 686996;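 active means mean inhibition across replicates at least about 35%, with every replicate also reaching that limit, limit read from the data; inconclusive means only one of the two criteria met; inactive means neither criterion met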;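 further: 0% = median of neutral control wells and 100% = no fluorescence left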
Target sequence (P55212 24-179 limits assumed): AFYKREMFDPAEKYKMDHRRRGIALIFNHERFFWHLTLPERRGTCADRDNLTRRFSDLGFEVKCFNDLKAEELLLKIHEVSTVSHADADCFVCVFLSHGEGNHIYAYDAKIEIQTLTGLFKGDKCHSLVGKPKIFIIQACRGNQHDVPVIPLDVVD
Target sequence (P55212 194-293 limits assumed): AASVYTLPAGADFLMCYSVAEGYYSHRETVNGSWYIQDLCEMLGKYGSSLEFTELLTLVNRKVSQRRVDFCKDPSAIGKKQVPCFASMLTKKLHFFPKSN
esBAF inh = blocks esBAF chromatin remodeling in mouse ES cells; Bmi1-luciferase knock-in reporter, 24 h; 100% = twice the neutral-well signal; reporter increase, % at 12.5 µM; hit rate 2% among 350,000; in the data active means activation above about 40%; inconclusive means no clear call, values can overlap the other calls;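 further: 0% = median of the plate's neutral control wells and 100% = double that signal; a rise in the Bmi1 reporter signal indicates esBAF inhibition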
S100A4 MyoIIA = S100A4-myosin IIA interaction inhibition; hit rate 0.14% among 360,000; S100A4/TAMRA-MyoIIA peptide fluorescence polarization; P26447; inhibition, % at 10.7 µM;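 active means mean inhibition of at least 70% across replicates, with every replicate also reaching that level; inconclusive means mean inhibition reaches 70% but some replicates fall short; inactive means mean inhibition below 70%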
Target sequence (P26447 whole entry, looked up): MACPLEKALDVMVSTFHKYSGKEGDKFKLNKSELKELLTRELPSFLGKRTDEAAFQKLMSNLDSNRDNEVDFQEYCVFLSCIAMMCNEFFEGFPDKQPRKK
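Test system: S100A4 monomer protein; Medium: HEPES pH 7.2 with CaCl2, KCl, NaCl, DTT, Triton; Probe or stimulus: TAMRA-labelled myosin IIA heavy-chain peptide probe, 5 nM; Doses: one dose per compound; Times: polarization read 5 min after assay mix addition, stable 5–60 min; Benchmarks: neutral control DMSO, positive control TFP.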
Statin myotox sup = suppression of simvastatin myotoxicity; rescue of ATP level, % at 7.49 µM; C2C12 myotubes + simvastatin, ATP luminescence, 48 h; scaled: DMSO 0, geranylgeraniol control 100; AID 602340; hit rate 0.78% among 330,000;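 active means mean ATP rescue above about 67%, or every replicate alone reaching that limit, limit read from the data, passing the limit was not always enough; inconclusive means no clear call, values can overlap the other calls; inactive means mean under the limit and some replicate under it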;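 further: myotubes were challenged with 10 µM simvastatin during compound exposure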
LGR2 inh = blocks bursicon-induced cAMP signaling via Drosophila LGR2. inhibition, % at 9.99 µM. hit rate 0.35% among 380,000. HEK293 LGR2, CRE-luciferase, bursicon-stimulated, 4 h;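 active means drop in luminescence signal, shown as inhibition above about 50% in the replicate tests, limit read from the data, passing the limit was not always enough; inconclusive means probably only some replicates passing the limit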;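 further: agonist challenge used bursicon conditioned medium at about half maximal strength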
FN deposition inh = fibronectin deposition inhibition. AH1F fibroblasts, Alexa488-fibronectin deposition fluorescence, overnight. AID 743247. hit rate 0.086% among 350,000. inhibition, % at 12.6 µM;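 active means mean inhibition across replicates of 30% or more, regardless of how many single replicates reach that level; inconclusive means mean under 30% yet at least half of replicates reach 30%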;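 further: positive control wells lacked labelled fibronectin entirely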
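Assay system: AH1F fibroblasts / Quantity: 10000 cells per well / Medium: DMEM plus 2% serum, read in PBS / Reagent: labelled fibronectin 24 nM / Dosing: single dose, pinned / Times: 1 h cell attachment, overnight exposure to compound and label / Signal: fluorescence, ex 485 nm, em 525 nm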
SIRT5 inh = inhibitors of human sirtuin-5 desuccinylase. Q9NXA8. Purified SirT5, succinyl-peptide AMC, trypsin-coupled fluorescence. inhibition, % at 15 µM. hit rate 1.1% among 330,000. AID 652115; in the data active means inhibition above about 15%; inconclusive means no clear call, values can overlap the other calls
Target sequence (Q9NXA8 whole entry, looked up): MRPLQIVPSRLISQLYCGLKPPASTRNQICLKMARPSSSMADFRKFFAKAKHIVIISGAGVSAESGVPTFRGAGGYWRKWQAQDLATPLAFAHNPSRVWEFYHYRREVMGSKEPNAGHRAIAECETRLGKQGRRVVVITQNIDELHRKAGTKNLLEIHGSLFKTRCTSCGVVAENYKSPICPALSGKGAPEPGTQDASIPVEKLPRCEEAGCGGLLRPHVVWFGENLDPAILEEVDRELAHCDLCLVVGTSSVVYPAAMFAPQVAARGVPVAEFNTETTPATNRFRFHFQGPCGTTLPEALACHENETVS
Starred values were filed as active, the others as inactive; u = inconclusive; x = not tested or not shown. This is a subset, so the mix of outcomes need not match the whole.

#1 C[C@@H]1CN([C@@H](C)CO)C(=O)c2cccc(NC(=O)Nc3ccccc3)c2O[C@H]1CN(C)Cc1ccc(-c2ccccc2)cc1
#2 COc1ccc(C2CCc3cc4c(cc3C2=NOC(C)=O)OCO4)cc1OC (stereo not given)
#3 CCn1c2ccccc2c2cc(NC(=O)COC(=O)c3ccc(NC(=O)CC#N)cc3)ccc21
#4 C[C@H](CO)N1C[C@H](C)[C@@H](CN(C)C(=O)NC2CCCC2)Oc2ncc(C3=CCCC3)cc2C1=O
#5 Cc1c(C(=O)NCc2n[nH]c(=S)n2-c2ccc(F)cc2)cccc1[N+](=O)[O-]
#6 C[C@@H]1CN([C@@H](C)CO)C(=O)c2cc(NC(=O)Nc3cccc4ccccc34)ccc2O[C@@H](C)CCCCO[C@@H]1CN(C)C(=O)Nc1ccccc1

entry no. | 1 | 2 | 3 | 4 | 5 | 6
LGR2 inh | 5 | x | 3 | -3 | 26 | -4
Statin myotox sup | 37 | 8 | -27 | x | x | x
esBAF inh | -1 | 2 | -1 | x | x | 2
Casp6 inh | x | 2 | 1 | 2 | 0 | 1
SIRT5 inh | -1 | 0 | -6 | -1 | -1 | -3
S100A4 MyoIIA | 7 | 13 | -4 | -11 | -2 | -11
FN deposition inh | x | 16 | x | x | 2 | 14

Profiles as entered above. Order of screens: LGR2 inh, Statin myotox sup, esBAF inh, Casp6 inh, SIRT5 inh, S100A4 MyoIIA, FN deposition inh
C[C@H](CO)N1C[C@H](C)[C@@H](CN(C)C(=O)NC2CCCC2)Oc2ncc(C3=CCCC3)cc2C1=O as listed: -3, x, x, 2, -1, -11, x
C[C@@H]1CN([C@@H](C)CO)C(=O)c2cc(NC(=O)Nc3cccc4ccccc34)ccc2O[C@@H](C)CCCCO[C@@H]1CN(C)C(=O)Nc1ccccc1 as listed: -4, x, 2, 1, -3, -11, 14
Cc1c(C(=O)NCc2n[nH]c(=S)n2-c2ccc(F)cc2)cccc1[N+](=O)[O-] as listed: 26, x, x, 0, -1, -2, 2

Next part.
#7 Cc1ccc(-c2csc(N/N=C/c3ccco3)n2)cc1
#8 O=C(NCc1ccccc1)c1cc(C2CCCN(C(=O)C3CC3)C2)on1 (stereo not given)
#9 CCCSc1ccc(C(=O)Nc2ccc(F)cc2F)cn1
#10 CN1C(=O)c2cccc3c(Cl)ccc(c23)C1=O
#11 CCN(CC)CC(=O)Nc1c(C#N)cnn1-c1ccccc1
#12 COc1cc(CNc2nccn3ccnc23)cc(OC)c1

entry no. | 7 | 8 | 9 | 10 | 11 | 12
LGR2 inh | -77 | -14 | -55 | x | x | -1
Statin myotox sup | 6 | 5 | -13 | 3 | x | 3
esBAF inh | u | 24 | 46* | -10 | x | 1
Casp6 inh | x | -3 | 0 | x | -2 | -1
SIRT5 inh | x | 1 | -1 | x | 0 | x
S100A4 MyoIIA | x | 11 | 8 | x | -4 | -20
FN deposition inh | 1 | -3 | -2 | 0 | 5 | 4

#13 O=C(CC1CC2CCC1C2)NCc1cccs1 (stereo not given)
#14 CCNc1nc(NCC)n2c(SC(C)C(=O)c3ccc(C)cc3)nnc2n1 (stereo not given)
#15 COCOCCn1cc(CN2CCS(=O)(=O)N(Cc3ccc(-c4ccc(Cl)nc4)cc3)C(CC(C)C)C2=O)nn1 (stereo not given)
#16 O=[N+]([O-])c1ccc2nc(NS(=O)(=O)c3ccc(Cl)cc3)sc2c1
#17 O=C(NCCN1CCOCC1)[C@@]1(CCS(=O)(=O)c2ccccc2)N=C(c2ccc(OCCCO)cc2)O[C@H]1c1ccccc1
#18 CC1(C(O)(C#CC[N+]2(C)CCCCC2)c2ccccc2)CCCC1 (stereo not given)

entry no. | 13 | 14 | 15 | 16 | 17 | 18
LGR2 inh | x | -10 | -28 | -19 | x | 4
Statin myotox sup | 14 | -2 | -12 | 6 | x | 10
esBAF inh | 24 | -1 | 45* | -4 | x | 3
Casp6 inh | x | -3 | 1 | 9 | 0 | 0
SIRT5 inh | x | -9 | 2 | 0 | -1 | -1
S100A4 MyoIIA | x | 1 | 1 | -2 | -2 | 5
FN deposition inh | 10 | 1 | -12 | 14 | x | -4

#19 COc1ccc(S(=O)(=O)Nc2ccc3c(c2)CC(=O)N([C@@H](C)CO)C[C@@H](C)[C@H](CN(C)Cc2ccc4c(c2)OCO4)O3)cc1
#20 CCN(CC(=O)Nc1c(F)cccc1F)C(=O)Cc1ccc2c(c1)OCCO2
#21 CCNC(=S)N(CCc1c(C)[nH]c2ccc(F)cc12)Cc1cccnc1
#22 CC1=NN(c2ccccc2)C(=O)C1(C)[N+](=O)[O-] (stereo not given)
#23 O=C(OCC(=O)N1CCN(Cc2ccccc2)CC1)c1cc(Cl)ccc1[N+](=O)[O-]
#24 COc1ccc(S(=O)(=O)N(C)C)cc1NC(=O)Cc1c[nH]c2ccccc12

entry no. | 19 | 20 | 21 | 22 | 23 | 24
LGR2 inh | -11 | -7 | 8 | -5 | 6 | 13
Statin myotox sup | 27 | 14 | -5 | 5 | 8 | x
esBAF inh | -2 | -6 | -6 | -1 | -1 | x
Casp6 inh | 1 | -56 | -14 | x | 33 | 3
SIRT5 inh | 3 | -2 | -2 | x | -1 | -2
S100A4 MyoIIA | 3 | -1 | -3 | x | -3 | -28
FN deposition inh | 1 | -9 | 14 | x | -2 | -1

The list goes on, starting with the last 2 of the part before.
#23 O=C(OCC(=O)N1CCN(Cc2ccccc2)CC1)c1cc(Cl)ccc1[N+](=O)[O-]
#24 COc1ccc(S(=O)(=O)N(C)C)cc1NC(=O)Cc1c[nH]c2ccccc12
#25 C[C@@H]1CCCCO[C@H](CN(C)C(=O)Nc2ccc3c(c2)OCO3)[C@@H](C)CN([C@@H](C)CO)C(=O)c2cc(NS(=O)(=O)c3ccccc3)ccc2O1
#26 O=C(NC[C@@H]1CC[C@H]2[C@H](CN2C(=O)CN2CCOCC2)O1)NC1CCCCC1
#27 Cc1ccc(CN(CC(=O)NCc2ccc3c(c2)OCO3)C(=O)c2csnn2)cc1
#28 CC1(c2ccccc2)NC(=O)N(CCOc2ccccc2)C1=O (stereo not given)
#29 CC(OC(=O)[C@H](C)NC(=O)c1ccccc1Cl)C(=O)NCc1ccc2c(c1)OCO2 (stereo not given in full)
#30 O=C(NCc1ccc2c(c1)OCO2)C1CCCN1C(=O)Nc1ccc(Cl)cc1 (stereo not given)
#31 CC(C)n1cnc2c(NCc3ccccc3)cc(Cc3ccc(F)cc3)cc21
#32 COc1cc(C(=O)Nc2nnc(SCC(=O)NCC3CCCO3)s2)cc(OC)c1OC (stereo not given)

entry no. | 23 | 24 | 25 | 26 | 27 | 28 | 29 | 30 | 31 | 32
LGR2 inh | 6 | 13 | 5 | x | 6 | x | 0 | -8 | 5 | 7
Statin myotox sup | 8 | x | x | x | 12 | -5 | 9 | 16 | 5 | 5
esBAF inh | -1 | x | -9 | x | 2 | -4 | 0 | -3 | 3 | 4
Casp6 inh | 33 | 3 | 3 | -1 | 0 | x | 3 | 2 | -6 | 1
SIRT5 inh | -1 | -2 | 2 | 0 | -2 | x | -3 | -3 | 0 | 3
S100A4 MyoIIA | -3 | -28 | -23 | 4 | -2 | x | -4 | -4 | -1 | 1
FN deposition inh | -2 | -1 | -10 | x | 4 | -3 | -2 | 0 | 0 | 2
